Source: PubChem BioAssay (several laboratories)
GDH-TPI counter = GDH-TPI coupling enzyme inhibitors, primary screen, artefact control for M. tuberculosis FBA inhibitor project, biochemical, absorbance, full deck; GDH-TPI coupled enzyme counterscreen, NADH absorbance; inhibition, % at 4.8 µM; actives 1.2% (n = 360,000); AID 588335, 2011; in the data active = inhibition above about 30%;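 also: 0% = DMSO wells and 100% = wells lacking the enzyme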
UGM FP inh = M. tuberculosis UGM enzyme inhibitors, primary screen, biochemical, fluorescence polarization, single point; inhibition, % at 10 µM; AID 504406, 2011; purified UGM, fluorescence polarization probe displacement; UDP-galactopyranose mutase (Mycobacterium tuberculosis (strain ATCC 25618 / H37Rv)), …; actives 0.06% (n = 320,000); in the data active = inhibition above about 10%, passing the limit was not always enough
BH1578 lux ind = inducers of Vibrio cholerae quorum light production without autoinducers, primary screen, BH1578 luxS cqsA deficient, single point; activation, % at 18.7 µM; V. cholerae BH1578 lux reporter, luminescence, 6 h; AID 588436, 2011; actives 0.16% (n = 350,000); in the data active = activation mostly above about 9.7%, no sharp cut-off; also: not every result past the cut was called active; inactives centre near 0; reference of the scale not given here
Rv3671c inh = Rv3671c serine protease inhibitors, primary screen, biochemical, fluorescence polarization, M. tuberculosis H37Rv | P9WHR9 | actives 0.048% (n = 320,000) | inhibition, % at 5.96 µM; in the data active = inhibition above about 38%;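 also: extracellular domain of Rv3671c used as enzyme; 0% = enzyme with DMSO and 100% = no enzyme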
Target sequence (P9WHR9 whole entry, looked up, the tested form may be a part): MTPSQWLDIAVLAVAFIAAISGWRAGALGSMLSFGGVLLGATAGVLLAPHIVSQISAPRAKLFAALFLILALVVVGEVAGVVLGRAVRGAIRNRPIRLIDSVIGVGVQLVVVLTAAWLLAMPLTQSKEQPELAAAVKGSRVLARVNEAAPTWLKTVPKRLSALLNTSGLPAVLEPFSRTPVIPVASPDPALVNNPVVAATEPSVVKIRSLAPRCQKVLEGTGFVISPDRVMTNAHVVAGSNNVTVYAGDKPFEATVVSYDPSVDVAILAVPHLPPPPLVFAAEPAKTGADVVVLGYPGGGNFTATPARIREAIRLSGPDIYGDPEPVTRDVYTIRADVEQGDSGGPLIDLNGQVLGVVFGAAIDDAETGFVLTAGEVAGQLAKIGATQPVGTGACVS
PriA SSB inh = inhibitors of Klebsiella pneumoniae PriA binding to SSB C-terminal tail, primary screen, biochemical, AlphaScreen | PriA–SSB C-terminal tail interaction (Klebsiella pneumoniae) | AlphaScreen SSBct-PriA binding, biotinylated peptide | inhibition, % at 33 µM | actives 0.6% (n = 430,000) | AID 1272365, 2023; in the data active = inhibition mostly above about 37%, no sharp cut-off; inactive = mostly below about 20%;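 also: plate controls were negative control peptide for no effect and reference peptide for full effect; strong numbers were not always called active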
BioA inh = M. tuberculosis BioA enzyme inhibitors, primary screen, biochemical, plate reader, single point, HTS. 7,8-diaminopelargonic acid synthase BioA (Mycobacterium tuberculosis). purified M. tuberculosis BioA enzyme. inhibition, % at 9.99 µM. actives 0.096% (n = 360,000); in the data active = inhibition above about 40%
MazF activator = activators of E. coli MazEF toxin-antitoxin RNase, primary screen, biochemical, fluorescence, uHTS; Endoribonuclease toxin MazF (Escherichia coli (strain K12)), P0AE70; FAM/BHQ RNA-DNA oligo cleavage fluorescence, 5 h; activation, % at 20 µM; actives 0.32% (n = 350,000); in the data active = activation above about 50%
Target sequence (P0AE70 whole entry, looked up): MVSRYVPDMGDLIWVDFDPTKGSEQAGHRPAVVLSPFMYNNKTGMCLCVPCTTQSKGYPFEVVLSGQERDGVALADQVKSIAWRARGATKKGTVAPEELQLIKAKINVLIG
VHR inh abs = VHR1 phosphatase inhibitors, primary screen, biochemical, absorbance, uHTS. Dual specificity protein phosphatase 3 (Homo sapiens), P51452. recombinant VHR phosphatase, pNPP absorbance. inhibition, % at 13.3 µM. actives 0.52% (n = 290,000). AID 1654, 2009; in the data active = inhibition above about 50%; also: some compounds called inactive have numbers as strong as hits
Target sequence (P51452 whole entry, looked up): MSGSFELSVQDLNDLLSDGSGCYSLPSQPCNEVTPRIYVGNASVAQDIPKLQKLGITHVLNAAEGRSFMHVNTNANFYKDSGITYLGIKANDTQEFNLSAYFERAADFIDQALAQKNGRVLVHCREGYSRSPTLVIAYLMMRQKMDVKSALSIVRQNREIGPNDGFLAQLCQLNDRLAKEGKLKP
SARS 3CLpro inh = SARS-CoV 3CLpro protease inhibitors, primary screen, biochemical, quenched FRET; Replicase polyprotein 1ab (Severe acute respiratory syndrome coronavirus), P0C6X7; recombinant SARS-CoV 3CLpro, quenched FRET peptide cleavage; inhibition, % at 6 µM; actives 0.14% (n = 290,000); in the data active = inhibition above about 12%
Mtb FBA inh = Mtb FBA enzyme inhibitors, primary screen, biochemical, fluorescence, strain H37Rv | purified M. tuberculosis FBA, fluorescence read-out | inhibition, % at 1 µM | actives 2.3% (n = 360,000); in the data active = inhibition above about 27%;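 also: 0% = vehicle and 100% = reference inhibitor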
Target sequence (P9WQA3 whole entry, looked up): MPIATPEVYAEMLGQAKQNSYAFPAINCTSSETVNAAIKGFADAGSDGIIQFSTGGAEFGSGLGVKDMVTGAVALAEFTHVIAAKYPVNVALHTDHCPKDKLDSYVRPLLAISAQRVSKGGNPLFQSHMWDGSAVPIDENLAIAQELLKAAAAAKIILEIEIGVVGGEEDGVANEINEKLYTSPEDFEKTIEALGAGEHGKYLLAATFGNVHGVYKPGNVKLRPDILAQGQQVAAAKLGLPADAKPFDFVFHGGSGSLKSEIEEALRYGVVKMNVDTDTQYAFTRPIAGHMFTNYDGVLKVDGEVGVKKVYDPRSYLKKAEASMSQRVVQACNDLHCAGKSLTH
The depositor's hits bear a star; i = inactive; · = no result given; & = joins results of further samples. Some of the compounds tested. The share of hits here may be higher or lower than overall.

The line under a structure holds: GDH-TPI counter, UGM FP inh, BH1578 lux ind, Rv3671c inh, PriA SSB inh, BioA inh, MazF activator, VHR inh abs, SARS 3CLpro inh, Mtb FBA inh
O=C(COc1ccc([N+](=O)[O-])cc1)Nc1cc(S(=O)(=O)N2CCCCC2)ccc1N1CCCCC1
 : 10, -1.2, i, -1, 8, -1.9, -15, ·, ·, -2
O=C(Nc1ccccc1)[C@@H]1[C@@H]2C(=O)N(c3ccc(F)cc3)C(=O)[C@@H]2[C@H]2C=CC=NN21
 : -4, 2.7, i, -4, 3, 0.0, -5, 17, 3, 3
CCOC(=O)Cn1nnnc1CN(CCc1ccccc1)Cc1cc2cc(CC)ccc2[nH]c1=O
 : 8, -0.1, 1.2, -7, -11, ·, 1, -17, -2, 8
CCC(=O)Nc1ccc(Oc2ccc3c(c2)C(=O)N(c2ccc(O)cc2)C3=O)cc1
 : 27, -3.3, i, -12, -2, -7.2, 3, 23, 2, -2
CN(CC(CC(=O)O)c1ccccc1)S(=O)(=O)c1ccc(Br)cc1 (centres undefined)
 : 1, -1.0, -0.2, -6, -13, 0.6, -1, 6, -4, 3
CC(=O)c1cc(C#N)c(N2CCOCC2)nc1C
 : 9, 1.1, i, -1, -4, 1.6, -12, 18, 4, -1
Cc1cc(N2C(=O)CC(N3CCN(c4ccc(C(=O)c5cccs5)cc4)CC3)C2=O)no1 (centres undefined)
 : 19, 1.8, i, -1, -7, -0.8, -9, 13, 3, 1
O=C(NCC(c1cccs1)N1CCOCC1)c1cnc(Cl)c(Cl)c1 (centres undefined)
 : -1, 1.9, i, -3, 5, 3.7, 0, ·, ·, -3
CC(C)C[C@H]1CN=C(Nc2ccccc2)N1CC1CCC(C(C)(C)C)CC1 (some centres undefined)
 : -7, -2.3, i, 3, 18, 0.3, 33, ·, ·, 1
Nc1nc(Cl)cc(Sc2ccc(F)cc2)n1
 : 2, -1.0, -4.5, 1, -9, ·, -5, -5, 3, 2
COc1ccc(-c2cc(C(=O)NCC3CCCO3)c3cc(C)ccc3n2)cc1 (centres undefined)
 : 12, 0.8, -1.0, 2, -19, -1.1, -17, 20, 1, 76*
O=C(Nc1ccccc1Oc1ccccc1)c1ccc(Br)o1
 : 6, 1.5, i, -1, -18, ·, -1, 5, 0, 3
COc1ccc(NC(=O)c2cc(-c3ccncc3)nc3ccccc23)c(OC)c1
 : -1, 0.8, i, -7, -7, ·, 21, ·, ·, -1
CCOc1cc(NC(=O)c2cccs2)c(OCC)cc1NC(=O)CCC(=O)NCCN1CCOCC1
 : 0, -0.3, -0.5, 6, -4, ·, 0, 31, 6, 0
O=C(Nc1nncs1)C1(c2ccccc2)CCCC1
 : -7, 0.4, -2.9, -10, -4, -1.6, 0, -3, 4, 6
CC(=O)c1cccc(NC(=O)C(C)OC(=O)CCn2c(C)csc2=O)c1 (centres undefined)
 : -8, 0.4, -2.7, 5, 2, 4.7, 9, ·, ·, -1
CCN1C(=O)/C(=C\N2CCN(c3cccc(Cl)c3)CC2)SC1=S
 : -6, 1.2, i, -1, -9, -3.0, -13, -2, -3, -2
COc1ccc(-c2sc3cc(OC)c(OC)cc3c2C#CCCO)cc1
 : 26, -1.2, -3.6, 9, -6, 1.0, 15, ·, ·, 24
O=c1[nH]c2cc3c(cc2cc1C(c1nnnn1Cc1ccccc1)N1CCCCCC1)OCCO3 (centres undefined)
 : 4, 2.0, i, 3, -7, -0.8, -15, -2, 0, 18
Cc1ccc(Cl)cc1N1CCN(C(=O)c2cc3c(=O)[nH]c4ccccc4c3n2C)CC1
 : -10, 0.6, -0.3, 2, 8, ·, -43, -11, 0, 1
CCOc1ccc(-c2nc(CN3CCCCC3CCn3cccn3)c(C)o2)cc1 (centres undefined)
 : 1, -4.1, i, 18, 5, ·, -35, 4, 3, 2
C/C(=N\NC(=O)c1ccncc1)c1cccs1
 : 9, -3.4, -0.2, 10, ·, ·, 4, 22, -1, -4
O=C(CNC(=O)c1ccc(S(=O)(=O)N2CCCC2)cc1)N/N=C/c1c(Cl)cccc1Cl
 : -9, -0.8, i, 0, ·, ·, 0, 7, 0, -1
C=CCNC(=O)c1c2c(nc3ccccc13)-c1ccccc1CC2
 : 2, 3.7, -0.3, -3, -11, -2.3, -6, 20, -10, 17
O=C(O)CCc1ccc(-c2ccc(Cl)cc2)n1Cc1ccco1
 : 3, 0.8, i, -2, 1, 2.8, -4, 0, 2, 7
Cc1ccccc1N=C/C=C1\N(C)c2ccccc2C1(C)C
 : 35*, -1.2, i, -25, 3, 0.4, -4, 31, 2, 2
COc1ccc(OC)c(NC(=O)Cn2cc(C(=O)c3ccco3)c3ccccc32)c1
 : 14, -0.2, 1.0, -8, 18, 0.0, 0, -11, 5, -1
Cc1ccc(N2C(=O)N(CC(=O)c3cc(C)ccc3C)C(=O)C2C)cc1 (centres undefined)
 : -5, 4.3, 2.4, -8, -8, -0.3, -10, 38, 7, 0
O=C(CNC(=O)c1ccccc1)OCC(=O)c1c[nH]c2ccccc12
 : -1, -2.1, i, -3, 2, 0.3, 0, ·, ·, -4
COc1ccc(CCC(=O)Nc2ccc(Cn3ccnc3)cc2)cc1
 : 5, -1.2, 1.6, 9, -5, 3.2, 10, 22, 6, 4
O=C(N/N=C/c1ccccc1)C(O)c1ccccc1 (centres undefined)
 : 1, 2.1, -0.9, 4, ·, 1.0, -10, 0, 0, 0
Nc1ccc(N2CCOCC2)c(S(=O)(=O)Nc2cc(Cl)ccc2Cl)c1
 : -8, 2.1, 0.2, 10, -7, 0.0, 3, 18, 4, 5
Cc1ccc2nc3c(cc(C(=O)NC4CCCC4)c(=N)n3C3CCCCC3)c(=O)n2c1
 : 14, 3.9, -0.3, 0, 1, -2.4, 12, 58*, 2, 134*
COc1ccc(OC)c(NC(=O)Cc2csc(NC(=O)Nc3ccccc3OC)n2)c1
 : 3, -0.5, 5.0, -2, 5, 0.4, -4, ·, ·, 3
Cc1ccc(C(=O)Nc2cccc(C(=O)N3CCN(C)CC3)c2)cc1
 : 14, 0.5, -0.3, 1, -16, ·, 9, 0, 6, 2
Cc1cc(C(=O)N[C@@H](c2ccccc2)[C@]2(C)C[C@H]2[C@@H](C)C(=O)Nc2ccc3ccccc3c2)no1
 : 14, -0.7, -0.5, -40, -4, -1.3, 1, 11, 1, -1
COc1cc2c(=O)n(CC3CCCO3)c(=O)n(CC(=O)Nc3ccccc3)c2cc1OC (centres undefined)
 : 0, -1.5, -0.1, 3, -6, 1.4, 5, 17, -4, 11
CCOc1ccc(C(=O)Nc2ccc(C(=O)N3CCOCC3)cc2)c(OCC)c1
 : -2, -0.2, -1.3, 6, 0, 1.3, 1, 5, 1, 0
CC(C)N1CC2(CC(c3ccccc3F)=NO2)CN1C(=O)c1ccc(C(C)(C)C)cc1 (centres undefined)
 : -10, ·, 0.7, ·, ·, ·, 2, ·, ·, -2
O=[N+]([O-])c1ccc2nc(-c3ccccc3)cc(-c3ccccc3)c2c1
 : 8, -2.3, -0.1, 4, 12, 0.2, -1, -11, 2, 0

Given with each value named: two of the compounds above.
CCOc1cc(NC(=O)c2cccs2)c(OCC)cc1NC(=O)CCC(=O)NCCN1CCOCC1
- GDH-TPI counter: 0
- UGM FP inh: -0.3
- BH1578 lux ind: -0.5
- Rv3671c inh: 6
- PriA SSB inh: -4
- BioA inh: ·
- MazF activator: 0
- VHR inh abs: 31
- SARS 3CLpro inh: 6
- Mtb FBA inh: 0

O=C(Nc1nncs1)C1(c2ccccc2)CCCC1
- GDH-TPI counter: -7
- UGM FP inh: 0.4
- BH1578 lux ind: -2.9
- Rv3671c inh: -10
- PriA SSB inh: -4
- BioA inh: -1.6
- MazF activator: 0
- VHR inh abs: -3
- SARS 3CLpro inh: 4
- Mtb FBA inh: 6

(more compounds)
| structure | GDH-TPI counter | UGM FP inh | BH1578 lux ind | Rv3671c inh | PriA SSB inh | BioA inh | MazF activator | VHR inh abs | SARS 3CLpro inh | Mtb FBA inh |
| --- | --- | --- | --- | --- | --- | --- | --- | --- | --- | --- |
| NS(=O)(=O)c1ccc(NC(=O)COC(=O)C2CC(=O)N(Cc3ccccc3)C2)cc1 (centres undefined) | -13 | -1.4 | i | 5 | -25 | -1.3 | 3 | 22 | 2 | 0 |
| CCC/C(=N\NC(=O)CCC(=O)NCc1ccccc1)c1ccccc1 | 8 | 5.7 | i | 7 | · | · | -2 | 16 | 3 | 0 |
| Cc1ccc(NS(=O)(=O)c2c(C)[nH]c(=O)[nH]c2=O)c(Br)c1 | -15 | -1.4 | -15 | -4 | -4 | 0.3 | 8 | 21 | 2 | -3 |
| CCNc1nc(NCC)nc(NC(N)=S)n1 | 17 | -0.5 | -0.2 | 3 | -11 | 0.0 | 7 | 11 | 2 | 6 |
| Cc1cc(C(=O)O)cc(Br)c1N | -5 | -3.7 | -1.5 | 5 | -4 | · | 16 | 14 | -1 | -3 |
| C[C@@H]1CN([C@H](C)CO)C(=O)c2cc(NS(=O)(=O)c3cccs3)ccc2O[C@H]1CN(C)Cc1ccccc1 | 1 | -0.8 | 2.4 | 0 | 10 | 9.7&1.3 | 2 | · | · | 1 |
| COc1cccc(/C=C/C(=O)NCc2ccc3c(c2)OCO3)c1 | 1 | -3.2 | -2.2 | 2 | -21 | 0.9 | 4 | 34 | 5 | -1 |
| Cn1c(=O)c2c(nc(CN3CCOCC3)n2CC(=O)c2ccccc2)n(C)c1=O | 4 | -1.1 | 0.4 | -6 | -6 | 0.2 | 7 | · | 1 | -2 |
| Cc1c(NC(=O)COc2ncnc3ccccc23)c(=O)n(-c2ccccc2)n1C | 1 | 3.2 | -0.9 | -1 | -17 | -1.1 | 4 | 39 | 2 | -1 |
| COc1ccc(C2NN=C(c3ccc(C)cc3)S2)cc1 (centres undefined) | 5 | -2.3 | -18 | 2 | -8 | 1.5 | 3 | 83 | -1 | 11 |
| O=C(COc1ccccc1)NC1CCCCC1 | 8 | -0.6 | i | 1 | 2 | -0.7 | -7 | 27 | 4 | 2 |
| COc1nc2c(s1)C(=O)NCCC2 | -4 | 3.3 | -1.0 | 1 | -8 | -0.1 | -1 | -6 | 8 | -1 |
| CCOC(=O)CCC(=O)NNC(=O)c1ccc(NC(=O)c2ccccc2)cc1 | -11 | -0.3 | i | 1 | -4 | · | 3 | 13 | -4 | 0 |
| CC(C)(C)P(=O)(c1ccncc1)N1CCCC1 (centres undefined) | 0 | 0.1 | -0.5 | -2 | 1 | 0.5 | -2 | 5 | -3 | 2 |
| COc1ccc(NC(=O)C2CCCC2)cn1 | 3 | 1.0 | -0.2 | 0 | 4 | · | 3 | 24 | -2 | 1 |
| Nc1c(Cl)cnn(-c2ccccc2)c1=O | -11 | 1.2 | i | 5 | -6 | -0.4 | 3 | · | · | -4 |
| COC1=CC(=O)C[C@@H](C)[C@]12Oc1c(Cl)c(OC)cc(OC)c1C2=O | 12 | -2.1 | -3.0 | 2 | -6 | 0.2 | 0 | 13 | 0 | 14 |

Copied from the list:
COC1=CC(=O)C[C@@H](C)[C@]12Oc1c(Cl)c(OC)cc(OC)c1C2=O – SARS 3CLpro inh: 0
C[C@@H]1CN([C@H](C)CO)C(=O)c2cc(NS(=O)(=O)c3cccs3)ccc2O[C@H]1CN(C)Cc1ccccc1 – Mtb FBA inh: 1
